Screening results as filed in PubChem.
SENP8 block: blocks the human protease SENP8; Q96LD8; hit rate 1.2% among 330,000; purified SENP8, Z-RLRGG-aminoluciferin cleavage, luminescence; inhibition, % at 10 µM
Target sequence (Q96LD8 whole entry, looked up): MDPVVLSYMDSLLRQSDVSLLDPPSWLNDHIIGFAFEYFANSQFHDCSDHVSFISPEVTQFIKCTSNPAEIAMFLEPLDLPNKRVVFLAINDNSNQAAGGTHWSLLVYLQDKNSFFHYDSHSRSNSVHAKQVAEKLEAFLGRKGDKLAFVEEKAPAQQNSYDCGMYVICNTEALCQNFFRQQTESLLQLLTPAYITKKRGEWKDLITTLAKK
Gli-Sufu block: blocks Gli-Sufu signaling in a luciferase reporter; Sufu-KO-LIGHT fibroblasts, Gli luciferase reporter luminescence; inhibition, % at 5 µM; hit rate 0.74% among 340,000; AID 588413;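 active = inhibition above about 55%, limit read from the data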;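 also: 0% = DMSO-treated cells and 100% = wells with medium but no cells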
HKDC1 inhibitor: blocks human hexokinase HKDC1 activity | hit rate 0.16% among 340,000 | inhibition, % at 20 µM | recombinant HKDC1, G6PDH/diaphorase resazurin coupled fluorescence;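 active = inhibition above about 35% when tested at 20 µM, limit read from the data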;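 also: plate controls were DMSO wells with enzyme for no effect and DMSO wells lacking enzyme for full effect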
Target sequence (Q2TB90 whole entry, looked up): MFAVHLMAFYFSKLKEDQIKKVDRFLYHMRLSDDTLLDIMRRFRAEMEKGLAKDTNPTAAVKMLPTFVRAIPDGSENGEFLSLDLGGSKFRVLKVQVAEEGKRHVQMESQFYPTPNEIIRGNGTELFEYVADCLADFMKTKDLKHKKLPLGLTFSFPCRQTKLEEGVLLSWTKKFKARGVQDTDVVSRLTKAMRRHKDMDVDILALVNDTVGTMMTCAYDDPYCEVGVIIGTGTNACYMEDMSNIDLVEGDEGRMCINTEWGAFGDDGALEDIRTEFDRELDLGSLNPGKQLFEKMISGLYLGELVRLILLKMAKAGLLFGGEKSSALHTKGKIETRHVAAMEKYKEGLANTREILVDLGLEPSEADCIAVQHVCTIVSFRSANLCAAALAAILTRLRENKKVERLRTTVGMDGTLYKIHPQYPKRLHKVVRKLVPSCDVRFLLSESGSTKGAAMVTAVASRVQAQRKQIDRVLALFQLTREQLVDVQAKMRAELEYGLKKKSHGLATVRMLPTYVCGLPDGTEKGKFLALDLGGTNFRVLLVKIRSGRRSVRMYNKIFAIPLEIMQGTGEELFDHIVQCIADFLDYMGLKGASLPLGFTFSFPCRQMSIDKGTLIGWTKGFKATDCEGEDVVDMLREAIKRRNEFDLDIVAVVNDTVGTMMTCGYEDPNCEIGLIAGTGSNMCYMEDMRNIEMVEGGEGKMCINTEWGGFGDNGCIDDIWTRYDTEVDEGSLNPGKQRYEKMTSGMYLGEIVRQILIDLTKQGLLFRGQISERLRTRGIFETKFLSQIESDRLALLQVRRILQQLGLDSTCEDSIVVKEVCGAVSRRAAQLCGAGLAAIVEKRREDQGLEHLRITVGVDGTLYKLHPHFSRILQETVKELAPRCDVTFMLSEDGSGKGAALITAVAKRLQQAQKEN
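System: Recombinant HKDC1 hexokinase | Amount: HKDC1 at 5 µg/mL | Reagent: Glucose with 1 mM ATP | Doses: Single 20 µM dose | Incubation: Reaction time 90 min, room temperature, protected from light | Signal: Coupled resazurin fluorescence, excitation 525 nm, emission 613 nm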
SENP7 block: SENP7 protease inhibition. Q9BQF6. inhibition, % at 5 µM. recombinant SENP7, Z-RLRGG-aminoluciferin luminescence, 40 min. hit rate 1.5% among 330,000;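 active = inhibition above about 50% at the single test dose, limit read from the data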;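 also: plate controls were DMSO with enzyme for no effect and no enzyme buffer wells for full effect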
Jurkat NFkB inh: inhibitors of the PMA/ionomycin-induced NF-kB reporter in Jurkat cells | PMA/ionomycin-induced NF-kB luciferase reporter, luminescence | inhibition, % at 4 µM | hit rate 0.53% among 330,000 | AID 435003
Apaf1 inhib: inhibitors of human Apaf-1 apoptosome; hit rate 0.71% among 330,000; inhibition, % at 20 µM; O14727; AID 489030; reconstituted apoptosome caspase-3 activity, DEVD-Rh110 fluorescence; active = inhibition of at least 40% at 20 µM;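 also: plate controls were DMSO wells for no effect and DEVD-CHO caspase inhibitor wells for full effect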
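Material: reconstituted apoptosome with Apaf-1, cytochrome c, caspase-9, procaspase-3, dATP. Technique: Rh110 fluorescence intensity. Buffer or medium: pH 7.5 Hepes buffer with CHAPS, BSA, DTT. Times: 30 min plus 50 min, RT.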
697 NFkB inh: inhibitors of the PMA/ionomycin-induced NF-kB reporter in 697 B cells. 697 B-cell NF-kB luciferase reporter, 16 h. inhibition, % at 4 µM. hit rate 0.33% among 330,000. AID 435022; in the data active = inhibition above about 35%
UBC13 inh: inhibitors of human UBC13 polyubiquitin chain formation. P61088. TR-FRET. inhibition, % at 20 µM. hit rate 0.47% among 330,000. AID 485273; in the data active = inhibition above about 45%, passing the limit was not always enough
* hit, by the source's call; x = not tested or not shown. Rule as the data show it, unless noted: active = inhibition above about 50%; inactive = the rest.

SMILES | SENP8 block | Gli-Sufu block | HKDC1 inhibitor | SENP7 block | Jurkat NFkB inh | Apaf1 inhib | 697 NFkB inh | UBC13 inh
COC(=O)c1cc(S(=O)(=O)NCC2CCN(Cc3cc(C)ccc3C)CC2)c[nH]1 | 8.3 | -7.7 | 0.2 | 4.2 | 8.0 | 2.1 | 7.2 | -1.5
COc1ccc(-c2cc(C(=O)N/N=C/c3ccc(OC)c(COCC(F)(F)C(F)F)c3)c3ccccc3n2)c(OC)c1 | -5.2 | -23.4 | -2.5 | -9.7 | 6.2 | 9.8 | -9.9 | -14.3
CC(C)N(Cc1nc(-c2ccccc2)no1)C(=O)c1ccc(Br)o1 | -2.4 | -5.4 | 2.0 | -5.3 | 5.3 | 8.0 | -11.7 | 0.8
C=CCN1C(=O)CN=C1Nc1cccc(C)c1 | -3.7 | 0.0 | 4.4 | -2.4 | 2.9 | 11.6 | 19.9 | 6.8
CC(C)NC(=S)n1cc(C(=O)c2cc(Cl)cc(Cl)c2O)cn1 | 1.8 | 33.6 | 11.2 | 8.4 | 7.3 | -2.6 | 3.2 | -10.5
CSc1cccc(NC(C)=O)c1 | -1.8 | -1.0 | -7.9 | 0.8 | -7.3 | 0.7 | 12.5 | 2.5
CCCCN(C)Cc1c(O)ccc2c(=O)c(-c3ccccc3OC)coc12 | 11.4 | 18.8 | 3.8 | 0.0 | 7.8 | -7.5 | 13.3 | 14.2
CC1CC(C)CN(CC(=O)c2c[nH]c3ccccc23)C1 (centres undefined) | 10.7 | 21.4 | -2.3 | 4.8 | 8.7 | -1.9 | 13.1 | 10.8
COc1ccc(-n2ncc3c(=O)n(CC(=O)N(C(C)C)C(C)C)cnc32)cc1 | 1.7 | 8.9 | 0.9 | -3.5 | 2.0 | -13.5 | 7.7 | 3.7
Cc1ccc(-c2ncccc2OC(=O)C23CC4CC(CC(C4)C2)C3)cc1 | -0.8 | -9.1 | -1.6 | 0.9 | 3.0 | 5.0 | 1.5 | 6.8
COc1ccc(NC(=O)CN(C)C(=O)c2oc3ccccc3c2C)cc1 | -3.4 | -0.1 | -6.3 | -7.5 | -2.7 | -7.2 | 15.6 | 1.8
COc1ccc(N2CC(C(=O)O)CC2=O)cc1 (centres undefined) | -7.5 | -5.2 | 2.5 | -19.4 | -10.5 | -1.2 | 7.0 | -2.5
CCOc1ncccc1C(=O)NNC(=O)c1cccc(S(=O)(=O)Nc2ccccc2OC)c1 | 1.5 | -0.5 | -1.1 | 1.6 | -5.0 | -1.0 | -3.8 | 3.2
O=C(Nc1ccnn1C1CCN(Cc2ccc(C#CCCO)cc2)CC1)c1cccc(F)c1 | 0.9 | 36.5 | 1.1 | 3.8 | 10.9 | 9.0 | 10.4 | -1.8
CCOC(=O)C1=C(C)NC(=O)NC1c1ccc(OCC(N)=O)cc1 (centres undefined) | -0.7 | 5.5 | 0.3 | -4.8 | 10.7 | -8.8 | 11.0 | 0.3

Fetched by compound from the list above, five records:
SMILES | SENP8 block | Gli-Sufu block | HKDC1 inhibitor | SENP7 block | Jurkat NFkB inh | Apaf1 inhib | 697 NFkB inh | UBC13 inh
C=CCN1C(=O)CN=C1Nc1cccc(C)c1 | -3.7 | 0.0 | 4.4 | -2.4 | 2.9 | 11.6 | 19.9 | 6.8
CCCCN(C)Cc1c(O)ccc2c(=O)c(-c3ccccc3OC)coc12 | 11.4 | 18.8 | 3.8 | 0.0 | 7.8 | -7.5 | 13.3 | 14.2
CCOc1ncccc1C(=O)NNC(=O)c1cccc(S(=O)(=O)Nc2ccccc2OC)c1 | 1.5 | -0.5 | -1.1 | 1.6 | -5.0 | -1.0 | -3.8 | 3.2
CC(C)NC(=S)n1cc(C(=O)c2cc(Cl)cc(Cl)c2O)cn1 | 1.8 | 33.6 | 11.2 | 8.4 | 7.3 | -2.6 | 3.2 | -10.5
CC(C)N(Cc1nc(-c2ccccc2)no1)C(=O)c1ccc(Br)o1 | -2.4 | -5.4 | 2.0 | -5.3 | 5.3 | 8.0 | -11.7 | 0.8

Following part.
SMILES | SENP8 block | Gli-Sufu block | HKDC1 inhibitor | SENP7 block | Jurkat NFkB inh | Apaf1 inhib | 697 NFkB inh | UBC13 inh
CCOC(=O)C1C(=O)C=C(C)C(C(=O)OCC)C1c1ccc(OC)cc1 (centres undefined) | 2.8 | -15.8 | -6.8 | 10.3 | -12.8 | 9.7 | 13.4 | 11.6
O=C(COc1ccc(S(=O)(=O)Nc2ccccc2)cc1)N1CCOCC1 | -4.0 | -1.3 | -5.7 | 12.7 | 2.2 | 2.4 | 0.9 | 0.3
O=C(c1ccccc1F)N1CCN=C1SCc1cccnc1 | 2.0 | 7.2 | 3.5 | 2.6 | 5.4 | -3.1 | -6.0 | 1.5
Cc1cc(C)n(CC(O)Cn2c3ccc(Cl)cc3c3cc(Cl)ccc32)c(=O)n1 (centres undefined) | -7.0 | 8.0 | -4.6 | 95.3* | 6.1 | 3.2 | 26.6 | 8.3
Nc1ncnc2c1ncn2[C@@H]1O[C@H](CNS(=O)(=O)c2cc(S(=O)(=O)c3ccccc3)cs2)[C@@H](O)[C@H]1O | x | 5.3 | 1.9 | -8.5 | x | 3.9 | 15.2 | x
COC(=O)/C=C/C(=O)Nc1ccc(O)c(Cl)c1 | 1.5 | -5.5 | 3.5 | -0.5 | 9.1 | -4.3 | -18.5 | -0.5
CC(=O)Nc1ccc(SC(C)C(=O)NC(N)=O)cc1 (centres undefined) | -6.1 | 2.6 | -3.9 | 7.4 | 12.2 | -7.3 | -5.6 | 4.5
Cc1ccc(-n2ncc3c(NNC(=O)Cc4ccccc4)ncnc32)cc1 | 0.4 | -9.4 | -8.5 | 4.3 | -5.8 | 13.6 | -11.4 | 9.4
CCOC(=O)C1CCN(c2cc3c(cc2NC(=O)c2ccccc2Br)n(C)c(=O)n3C)CC1 | -1.1 | 32.7 | 5.6 | -7.3 | -17.9 | 10.1 | 3.0 | -8.3
COCc1cc(C)nc(SCC(=O)Nc2ccc3[nH]c(=O)[nH]c3c2)c1C#N | -7.1 | 32.4 | -5.7 | -7.5 | 15.8 | 6.7 | 4.3 | -1.1
CCCCn1nnc(NC(=S)NC(=O)c2ccc(-c3cccc(Cl)c3Cl)o2)n1 | 1.1 | 11.6 | -0.4 | 3.6 | 12.7 | 14.1 | 5.0 | -1.8
CC1CN(c2nc(-c3ccccc3)nc3ccccc23)CC(C)O1 (centres undefined) | 1.5 | 2.4 | -4.8 | -5.6 | -6.0 | 13.7 | -32.0 | 1.4
O=C(O)c1ccc(S(=O)(=O)c2ccc([N+](=O)[O-])cc2[N+](=O)[O-])cc1 | 0.0 | 3.5 | 17.4 | 4.7 | 0.6 | -0.4 | 11.5 | -4.9
CC(C)(C)NC(=O)c1nc2nc(-c3ccccc3)cc(C(F)(F)F)n2n1 | -13.9 | -1.4 | -5.3 | 2.4 | 17.7 | 0.2 | -18.7 | 0.9
COc1cccc(NC(=O)c2ccc3c(c2)N(CC(=O)N2CCOCC2)C(=O)C(C)(C)O3)c1 | 7.8 | -0.7 | -4.7 | 4.7 | 1.5 | 1.5 | -10.9 | 0.1

Marked active in SENP7 block (from the list above):
Structure | HKDC1 inhibitor | SENP7 block | Jurkat NFkB inh | 697 NFkB inh | UBC13 inh
Cc1cc(C)n(CC(O)Cn2c3ccc(Cl)cc3c3cc(Cl)ccc32)c(=O)n1 (centres undefined) | -4.6 | 95.3* | 6.1 | 26.6 | 8.3

(continued)
SMILES | SENP8 block | Gli-Sufu block | HKDC1 inhibitor | SENP7 block | Jurkat NFkB inh | Apaf1 inhib | 697 NFkB inh | UBC13 inh
CCN(c1ccc(NC(=O)CN2C(=O)NC3(CCOc4ccccc43)C2=O)cc1)C(C)C (centres undefined) | 2.3 | -10.7 | 1.9 | 4.1 | -11.5 | 23.9 | -16.1 | 5.4
COc1ccc2c(Cl)c(C(=O)N/N=C/c3cccnc3)sc2c1 | 17.9 | -11.4 | 4.4 | 15.4 | 10.5 | -1.7 | 10.2 | 3.0
Cc1[nH]c2ccccc2c1C(=O)COC(=O)c1c(-c2ccccc2)noc1C | -13.2 | 9.9 | 11.0 | 0.1 | -2.4 | 4.6 | -6.7 | 0.1
Cc1ccc(S(=O)(=O)NNC(=S)NC(=O)c2ccc([N+](=O)[O-])cc2)cc1 | 2.5 | 25.6 | -25.4 | 3.3 | 1.3 | -15.2 | 15.4 | -23.1
CN(C)N1C(=O)CC(N2CCCC2)C1=O (centres undefined) | -7.8 | 2.2 | 15.1 | -1.6 | -14.1 | 0.8 | -1.4 | -0.3
O=C(NC1CCCCC1)C(c1ccccc1)N1CCCC1 (centres undefined) | -2.0 | 3.6 | 4.3 | -0.6 | 3.0 | 1.5 | 12.9 | 3.6
CCCNC(=O)c1cc2c3ccccc3n(C)c2s1 | 0.0 | 2.7 | 0.1 | 9.5 | -13.6 | 21.8 | -12.2 | -14.9
CCC(C)NCCCOc1cc(Cl)ccc1Cl (centres undefined) | -4.7 | 11.0 | -7.5 | -9.4 | 12.9 | 6.9 | -20.9 | -4.3
COC(=O)/C=C/COc1ccccc1[N+](=O)[O-] | -21.5 | -50.6 | 4.8 | -14.3 | 14.2 | 6.2 | -10.0 | -4.7
Cc1ccccc1CCNC(=O)CCn1ccc2cc(S(=O)(=O)N3CCCC3)ccc21 | -0.8 | 0.4 | 1.9 | 2.1 | 1.7 | 1.3 | 3.3 | -4.5
COc1cccc(-c2nn3c(-c4ccccn4)nnc3s2)c1 | -1.2 | -11.9 | -5.2 | 5.8 | -0.3 | 11.8 | -12.2 | -6.0
CC(C)Cc1nc(N2CCC(C(N)=O)CC2)c2nnn(Cc3ccccc3)c2n1 | -12.4 | 14.2 | -11.6 | 1.1 | -2.7 | -1.9 | 23.9 | -2.7
O=C(COc1ccccc1)NCc1ccccc1 | 0.8 | 2.3 | 10.4 | -7.4 | -4.0 | -7.7 | -0.9 | 4.9
CCn1cc(C2=NC(CC(C)C)CO2)c2ccccc21 (centres undefined) | -8.0 | -30.6 | 4.8 | -0.3 | -15.0 | 2.0 | -22.9 | -0.6
CCOC(=O)c1sc(NC(=O)C2CCC2)cc1C | 1.3 | -31.2 | 3.7 | 0.5 | -59.4 | -11.3 | -27.2 | 3.3
O=C(C1CCCCN1S(=O)(=O)c1ccccc1[N+](=O)[O-])N1CCOCC1 (centres undefined) | -2.0 | -7.3 | -4.9 | 10.1 | -12.9 | -8.7 | 1.7 | 3.8
Cc1cc(N2CCN(Cc3ccc4c(c3)OCO4)CC2)n2ncnc2n1 | -9.0 | 1.4 | 9.5 | -11.1 | -5.9 | -1.2 | -7.6 | -9.0
CC1CC(C)CN(CCCNC(=O)C2CCCN(c3nnc(N4CCCC4=O)s3)C2)C1 (centres undefined) | -0.1 | -3.8 | -4.3 | -2.6 | -3.2 | -6.6 | 12.6 | 7.8
COc1ccc(Cl)cc1S(=O)(=O)NC(C)C(=O)NCc1ccccn1 (centres undefined) | -7.1 | 3.8 | -0.4 | -0.4 | 0.9 | -3.4 | -0.8 | -3.1
O=C1/C(=C/c2cccc([N+](=O)[O-])c2)Oc2cc(O)ccc21 | 54.4* | 4.4 | 8.3 | 45.4 | -16.4 | 3.4 | -15.4 | -21.5
CN(C(=O)c1ccc(NC(=O)Cc2cccc(NC(=O)C3CCCN(C(=O)C4CCC4)C3)c2)cc1)C1CCCC1 (centres undefined) | -8.7 | 57.2* | -7.3 | -5.4 | -5.5 | 13.2 | -13.7 | -12.2
C=CCOC(=O)C1=C(C)NC(SCC(N)=O)=C(C#N)C1c1cccs1 (centres undefined) | -3.5 | 14.3 | 0.1 | 8.9 | -10.3 | 8.2 | 1.8 | 7.1
Cc1ccc(N/C=C/C(=O)c2sc(-c3ccccc3)nc2C)cc1 | -9.5 | -8.4 | 3.3 | -9.8 | -6.0 | 13.6 | -13.7 | -15.3
C/C(CC(=O)Nc1cccnc1)=N\NC(=O)c1ccc([N+](=O)[O-])c(Cl)c1 | -4.8 | -8.5 | -7.5 | 2.6 | 6.9 | -5.2 | 5.2 | -9.2
Cc1cccc(C(=O)NNC(=O)c2n[nH]c(=O)c3ccccc23)c1C | -17.3 | -9.0 | -0.8 | -3.8 | -28.5 | 13.3 | -12.5 | -1.0
c1ccc2cc(OCCCn3ccnc3)ccc2c1 | 2.0 | 1.0 | -5.1 | 4.4 | -0.8 | 3.0 | -23.0 | 2.8

Compounds were not picked by outcome (roughly 3.6% active in at least one column).
